GLS inhibitor: glutaminase GLS (human) inhibition | GLS enzymatic activity, qHTS titration | Potency, µM (doses to about 45.5 µM), without a hit: at the top dose activity change, negative = inhibition, hits mostly inhibitors | hit rate 0.21% among 410,000; also: potency is read from the fitted curve at half-maximal effect; % is scaled to controls: 0 for no effect and ±100 for the full control effect
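Two-point fluorescence kinetic (t0, 30 min RT) for hKGA; glutamate detected via glutamate oxidase–HRP–Amplex Red. Substrate: 1 mM L-glutamine solution; buffer 45 mM KH2PO4, pH 8.2.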
Pin1 inhibitor: human Pin1 inhibition. Q13526. Pin1 FP peptide displacement, HiFluor488, 10 min. Potency, µM (doses to about 115 µM), for inactives: at the top dose activity, negative = inhibition, usual class: inhibitors. hit rate 0.009% among 390,000. AID 504891; active = well fitted inhibition curve with a large enough effect in the polarisation, with a control signal flat, not every such curve was filed as active; inconclusive = small, poorly fitted or top-dose-only effect, or effect the other way, or a change in a side signal; inactive = no such curve, though single readings can be large or run the other way; the % refers to the polarisation; also: potency is read from the fitted curve at half-maximal effect; % is scaled to controls: 0 for no effect and ±100 for the full control effect
Target sequence (Q13526 whole entry, looked up): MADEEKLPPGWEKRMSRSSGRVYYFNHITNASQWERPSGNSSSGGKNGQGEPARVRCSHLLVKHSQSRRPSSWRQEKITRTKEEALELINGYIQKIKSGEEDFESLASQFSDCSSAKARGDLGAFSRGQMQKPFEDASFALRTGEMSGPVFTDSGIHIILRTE
PI4K2A block: inhibitors of human PI4K2A | activity change, negative = inhibition, % at 76.9 µM | purified PI4K2A, ADP-Glo luminescence, 1 h; hits give low values | Q9BTU6 | hit rate 0.13% among 420,000 | AID 1346378; in the data active = activity change below about -50%; inconclusive = mostly about -30% to -49%;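 also: -100% = wells without enzyme as full effect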
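PI4K2A activity was measured by ADP-Glo luminescence: enzyme (4 ug/mL stock) and phosphatidylinositol (1.2 mM stock) in Tris pH 7.5/MgCl2/EGTA/Triton X-100 buffer were reacted with ATP (300 microM stock) for one hour at ambient temperature.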
BAZ2B block: inhibitors of human BAZ2B bromodomain; Q9UIF8; AlphaScreen BAZ2B-H3K14Ac peptide displacement; Potency, µM (highest dose often 114 µM), for the others: top-dose activity change, negative = inhibition, most hits filed as inhibitors; hit rate 4.4% among 360,000; AID 504333; also: potency is read from the fitted curve at half-maximal effect; % is scaled to controls: 0 for no effect and ±100 for the full control effect; nearly all actives have a fitted effect of over 60% in size
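Inhibition is scored as reduced AlphaScreen emission. The BAZ2B/b-H3(5-23)K14Ac complex (50 nM each) in PBS pH 7.4, 0.01% Tween-20 meets compound (up to 110 uM) for 30 min at RT before bead addition.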
HP1b binding inh: inhibitors of HP1-beta chromodomain binding to methylated histone tails; P83916; AlphaScreen HP1-beta / biotin-H3K9me3 peptide binding; Potency, µM (doses to about 114 µM), for the others: top-dose activity change, negative = inhibition, usual class: inhibitors; hit rate 0.56% among 390,000; AID 540317; also: potency is read from the fitted curve at half-maximal effect; nearly all actives have a fitted effect of over 70% in size; inactives centre near 23
Target sequence (P83916 whole entry, looked up): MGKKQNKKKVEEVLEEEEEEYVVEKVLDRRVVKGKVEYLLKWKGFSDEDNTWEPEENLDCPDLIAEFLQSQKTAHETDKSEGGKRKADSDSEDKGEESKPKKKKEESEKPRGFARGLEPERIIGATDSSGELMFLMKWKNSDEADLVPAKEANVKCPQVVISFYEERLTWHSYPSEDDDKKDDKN
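HP1-beta protein (50 nM final) preincubated 30 min at room temperature with biotinylated H3(1-18)K9me3 peptide (50 nM) in PBS pH 7.4, 0.01% Tween-20, then compound added for 30 min. AlphaScreen streptavidin donor/nickel chelate acceptor beads (10 ug/mL final), 30 min dark, luminescence read.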
JMJD2A Tudor: inhibitors of human JMJD2A Tudor domain; O75164; AlphaScreen JMJD2A-Tudor / H3K4me3 peptide binding; Potency, µM (doses to about 114 µM), without a hit: at the top dose activity change, negative = inhibition, actives largely listed as inhibitors; hit rate 4.4% among 390,000; also: potency is read from the fitted curve at half-maximal effect; % is scaled to controls: 0 for no effect and ±100 for the full control effect; nearly all actives have a fitted effect of over 50% in size
Tb PGK inh: blocks T. brucei phosphoglycerate kinase; P07378; PGK/GAPDH coupled, Kinase-Glo luminescence, 60 min; Potency, µM (highest dose often 57.5 µM), for inactives: top-dose activity change, negative = inhibition, hits mostly inhibitors; hit rate 0.043% among 380,000; also: potency is read from the fitted curve at half-maximal effect; % is scaled to controls: 0 for no effect and ±100 for the full control effect; nearly all actives have a fitted effect of over 60% in size
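Recombinant glycosomal PGK reaction used 1,3-bisphosphoglycerate generated in-well by GAPDH (100nM final) in 100mM TEA pH 7.6, 5mM MgCl2, 0.01% Tween-20. After 60 minutes at room temperature, ATP was read by Kinase-Glo Plus luminescence end-point.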
POLH inh: inhibitors of human DNA polymerase eta; Q9Y253; recombinant Pol eta, fluorescent DNA replication assay; Potency, µM (doses to about 114 µM), for inactives: at the highest dose activity change, negative = inhibition, hits mostly inhibitors; hit rate 1.2% among 390,000; AID 588591; also: potency is read from the fitted curve at half-maximal effect; % is scaled to controls: 0 for no effect and ±100 for the full control effect
Target sequence (Q9Y253 whole entry, looked up): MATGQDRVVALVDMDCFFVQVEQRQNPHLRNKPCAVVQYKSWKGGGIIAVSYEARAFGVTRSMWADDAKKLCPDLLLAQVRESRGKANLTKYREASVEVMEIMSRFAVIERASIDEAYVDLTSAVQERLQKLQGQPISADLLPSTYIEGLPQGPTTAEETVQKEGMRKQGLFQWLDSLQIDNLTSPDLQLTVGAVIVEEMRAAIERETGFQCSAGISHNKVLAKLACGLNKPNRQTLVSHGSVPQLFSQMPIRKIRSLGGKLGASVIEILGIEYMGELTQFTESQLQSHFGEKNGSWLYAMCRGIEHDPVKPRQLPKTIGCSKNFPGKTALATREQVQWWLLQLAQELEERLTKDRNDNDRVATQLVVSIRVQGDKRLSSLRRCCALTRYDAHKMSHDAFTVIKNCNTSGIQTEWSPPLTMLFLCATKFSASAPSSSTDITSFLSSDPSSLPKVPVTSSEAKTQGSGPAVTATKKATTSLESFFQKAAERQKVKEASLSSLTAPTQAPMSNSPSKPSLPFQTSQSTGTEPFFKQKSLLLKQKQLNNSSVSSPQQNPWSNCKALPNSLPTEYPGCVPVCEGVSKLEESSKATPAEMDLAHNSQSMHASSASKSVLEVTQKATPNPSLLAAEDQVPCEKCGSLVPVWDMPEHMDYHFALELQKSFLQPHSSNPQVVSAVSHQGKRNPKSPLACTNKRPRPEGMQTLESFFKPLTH
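Pol eta (10 nM) was preincubated with compounds for 15 min at room temperature, after which fluorescent replication substrate (50 nM final) was added to start the reaction. Fluorescence was read kinetically at 0 and 10 min.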
G9a block: inhibitors of human histone lysine methyltransferase G9a; G9a H3K9 monomethylation, AlphaScreen, 2 h; hit rate 8.8% among 350,000; Q96KQ7; Potency, µM (series often up to 102 µM), inactives show top-dose activity, negative = inhibition, usual class: inhibitors; also: potency is read from the fitted curve at half-maximal effect; % is scaled to controls: 0 for no effect and ±100 for the full control effect; nearly all actives have a fitted effect of over 75% in size
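Using a bead-based AlphaScreen, monomethylated H3K9 product from 2 h room-temperature reactions (G9a 20 nM, peptide 500 nM, SAM 20 uM) was detected with 0.5 ug/mL rabbit anti-H3K9me1 antibody.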
An asterisk follows results filed as active; i = inactive; u = inconclusive; x = not tested or not shown; [ ] = remark or other dose. Unless noted, calls follow the shape of the dose curve; as a rule, active = well fitted curve in the direction sought with a large enough effect; inconclusive = small, poorly fitted or top-dose-only effect, or another doubt; inactive = no such curve, though single readings can be large; an effect the other way counts as inactive or inconclusive.

BAZ2B block | Tb PGK inh | PI4K2A block | JMJD2A Tudor | GLS inhibitor | G9a block | HP1b binding inh | Pin1 inhibitor | POLH inh | SMILES
x | -4% | 1 | -18% | 2% | x | 8% | u | -9% | Cc1nc2ccc(NS(=O)(=O)c3c(F)cccc3F)cc2s1
-3% | i | -8 | 6%[11.4 µM] | -4% | -15% | 35% | -1% | -16% | COc1ccc(N(C(=O)CNC(=O)c2cccs2)C(C(=O)NCC2CCCO2)c2ccccc2)cc1OC (centres undefined)
0% | x | 0 | -11% | -9% | 9% | 34%[activator] | -10% | -18% | COc1ccc(S(=O)(=O)N2CN3CCN(C3)C2)cc1OC
-10% | -2% | -6 | -9% | -4% | 20% | 19% | -2% | 1% | C=CCn1c(CSCc2ccccc2)nnc1SCC(=O)NCc1ccccc1
-6% | 3% | -4 | -2% | 0% | 4%[59 µM] | 35%[activator] | 0% | 0% | CCCn1c(SCC(=O)N2CCN(S(=O)(=O)c3ccc(Cl)cc3)CC2)n[nH]c1=O
-2% | 7% | 3 | 1% | -13% | 17%[12.7 µM] | 36%[activator] | 0% | -11% | COC(=O)C(CCSC)NC(=O)CNS(=O)(=O)c1ccc(F)cc1 (centres undefined)
2% | -4% | -1 | 0% | 1% | 0%[59 µM] | 37% | 32%[activator] | -17% | COc1ccc(S(=O)(=O)N(CCc2ccccc2)CC(=O)Nc2cc(C)ccc2C)cc1
-30% | i | 1 | -9% | -2% | 5%[59 µM] | 0% | -5% | 6% | Cc1ccc(NC(=O)C(C)[n+]2ccccc2)cc1[N+](=O)[O-] (centres undefined)
x | 5% | -1 | -4% | 2% | 20% | 36% | 2% | -7% | COc1ccc(-c2cccc(-c3cc(=O)oc4ccc(C(C)(C)C)cc34)c2)cc1
4.5µM* | -10% | -4 | 13µM* | 7% | -21%[59 µM] | u | 9% | u | Cc1cc(/C=N/n2c(COc3ccccc3)nc3ccccc3c2=O)c(O)c([N+](=O)[O-])c1
-36% | 3% | -1 | u | 38%[activator] | x | 28% | -7% | -11% | CN1CCN(CCCOc2ccc(-c3ccccc3)cc2)CC1
u | -2% | 5 | u | 5% | u | 9% | u | -20% | COc1ccc(-n2c(C)ccc2-c2ccccc2)cn1
-19% | -2% | 3 | -4% | 2% | -37% | 27% | 7% | -5% | CCC(=O)N=c1sc2c(C)cc(C)cc2n1CC(=O)OC
-4% | -6% | -11 | -16% | 0% | 7%[0.501 µM] | 17% | 9% | -2% | CCCCOc1ccc(C2C(=O)N(C3CCCCC3)CC(=O)N2CC2CCCO2)cc1 (centres undefined)
0% | 0% | 4 | -13% | -7% | 21%[59 µM] | 30%[activator] | -1% | -11% | O=C(COc1cccc(-n2cnnn2)c1)NCCC1=CCCCC1
-2% | 7% | 2 | -7% | -6% | x | 19% | -6% | -4% | CC(OC(=O)CN1C(=O)C2CC=CCC2C1=O)C(=O)Nc1ccc(F)cc1Cl (centres undefined)
-12% | i | -5 | -10% | -2% | -19% | 23% | 3% | -13% | CCN(CC)CC(=O)Nc1ccccc1SCC(=O)Nc1ccsc1C(=O)OC
-2% | -7% | 8 | -23% | 0% | -47% | 9% | 0% | -18% | C/C(=N\OCC(=O)OCC(=O)NC(=O)c1ccc(OC(F)F)cc1)c1ccc2c(c1)OCO2
x | 7% | -16 | -9% | 17% | x | 27% | 0% | 1% | CC(C)(CNC(=O)c1cccc(S(=O)(=O)Nc2ccc(SC(F)F)cc2)c1)N1CCOCC1
0% | 1% | -3 | -12% | 0% | 11%[59 µM] | 24% | 0% | -20% | FC(F)(F)c1nnc2sc(-c3ccncc3)nn12
-4% | -4% | 1 | -1% | -11% | -29%[59 µM] | 36% | 0% | -24% | COc1ccccc1CCNC(=O)Cc1c(C)c2c(O)cc(C)cc2oc1=O
1% | 0% | 0 | -2% | 0% | 22%[59 µM] | 16% | 4% | 0% | Cc1nc2c(Br)cc(Br)cc2cc1O
-3% | i | -3 | -19% | 0% | u | -18% | -7% | -8% | C=CCC(C(=O)c1ccccc1)[N+](C)(C)CC=C (centres undefined)
u | i | -4 | u | 9% | -21%[59 µM] | u | u | 3% | COc1ccc2cc(C(=O)N/N=C/c3sc4ccccc4c3O)ccc2c1
8% | -10% | -2 | -5% | -2% | 13% | 16% | -5% | -19% | CCOC(=O)N1CCN(C(=O)CN(C)S(=O)(=O)c2ccc(F)cc2)CC1

Single records, from the list above:
CCCCOc1ccc(C2C(=O)N(C3CCCCC3)CC(=O)N2CC2CCCO2)cc1 (centres undefined) is entered as BAZ2B block: -4%; Tb PGK inh: -6%; PI4K2A block: -11; JMJD2A Tudor: -16%; GLS inhibitor: 0%; G9a block: 7%[0.501 µM]; HP1b binding inh: 17%; Pin1 inhibitor: 9%; POLH inh: -2%
COc1ccc2cc(C(=O)N/N=C/c3sc4ccccc4c3O)ccc2c1 is entered as BAZ2B block: u; Tb PGK inh: i; PI4K2A block: -4; JMJD2A Tudor: u; GLS inhibitor: 9%; G9a block: -21%[59 µM]; HP1b binding inh: u; Pin1 inhibitor: u; POLH inh: 3%

Further entries follow:
BAZ2B block | Tb PGK inh | PI4K2A block | JMJD2A Tudor | GLS inhibitor | G9a block | HP1b binding inh | Pin1 inhibitor | POLH inh | SMILES
x | 9% | -1 | -7% | -2% | x | 36% | -3% | -12% | O=C(NCCc1ccccc1)c1ccc(NC(=O)C2CC2)cc1
x | -8% | 1 | -23% | 7% | x | 6% | -8% | -27% | C[C@@H](C(=O)Nc1ccc(OC(F)F)c(Cl)c1)N1C(=O)C2CC=CCC2C1=O (some centres undefined)
-7% | -3% | -3 | -15% | 0% | x | 34%[activator] | 0% | -4% | COc1ccc(Br)cc1/C=N/NC(=O)CNC(=O)c1cccnc1
x | -8% | -2 | -6% | 0% | x | 12%[57 µM] | -6% | 0% | CC(=O)N(Cc1ccccc1)C(CC(=O)NCc1ccccc1)C(=O)O (centres undefined)
7% | -1% | -3 | 13% | -1% | 35% | 54%[activator] | -3% | -17% | CCCC(=O)Nc1nn(CC)c2nc3ccc(C)cc3cc12
4% | -29% | 4 | -8% | 13% | u | 9% | u | -11% | O=P(O)(O)c1ccccc1OCCCCCOc1ccccc1P(=O)(O)O
3% | -5% | 2 | -5% | 0% | 16%[0.501 µM] | 24% | 1% | -4% | COC(=O)C1=C(C)NC(C)=C(C(=O)OC)C1C(=O)OCc1nc2cc(C(=O)OC)ccc2c(=O)[nH]1
28µM* | -9% | -10 | 32µM* | 0% | 18µM* | 18µM* | 15% | -18% | Nc1ccccc1C(=O)NNc1c2ccccc2nc2ccccc12
4% | -2% | -1 | -2% | 0% | 23%[59 µM] | 55%[activator] | 1% | -13% | O=C(Nc1nc(-c2cc(Cl)sc2Cl)cs1)c1cccs1
1% | -7% | 13 | -16% | 6% | 11%[2.33 µM] | 11% | 0% | 0% | Cc1cccc2cc(COC(=O)c3ccccn3)c(=O)[nH]c12
8% | -1% | -4 | -2% | -10% | -2%[59 µM] | 18% | u | -10% | COc1ccc(/C=c2\s/c(=C(/C#N)C(=O)NCc3ccco3)n(-c3ccccc3)c2=O)cc1
-35% | i | 3 | 8% | -13% | -29% | 26% | -2% | -8% | COc1ccc(-c2ccc(SCC(=O)NCC3CCCO3)nn2)cc1OC (centres undefined)
u | -9% | 1 | -13% | 2% | u | 4% | -2% | -3% | CC(=O)N1c2ccccc2NC2=C(C(=O)CCC2)C1c1ccco1 (centres undefined)
u | -2% | 4 | -5% | 0% | 6%[0.0925 µM] | 26% | -7% | 5% | Cc1cc(-c2nnc(SCC(=O)Nc3ccc(S(N)(=O)=O)cc3)n2N)n[nH]1
6% | -2% | 1 | -18% | -4% | 5%[59 µM] | 17% | 24% | -18% | Cc1nc(C(=O)Nc2cccc(Cl)c2)nn1-c1cc(OC(C)C)c(Cl)cc1Cl
-9% | -3% | -7 | -11% | 5% | -32% | -10% | 9% | -18% | Cc1ccc(N(Cc2ccccc2)C(=O)c2cccc(S(=O)(=O)N3CC(C)OC(C)C3)c2)cc1 (centres undefined)
14% | 17% | -2 | -2% | 11% | 3% | 21% | 0% | u | Cc1cccc(Cn2c(Sc3nc(C)cs3)nc3c2c(=O)[nH]c(=O)n3C)c1
-20% | -8% | -3 | -12% | 0% | -1% | 24% | -5% | -18% | CCC(=O)NCc1ccc(-c2nc3ncccc3o2)cc1
40µM* | u | -12 | 56µM* | -22% | 3.2µM* | 1% | u | 89µM* | COc1ccc2c(c1)c(=O)oc1cc(OCC(=O)N3CCc4ccccc4C3)ccc12
5% | -2% | -4 | -17% | 1% | 23% | 37% | u | -9% | CCOc1ccc(N(CC(=O)Nc2ccc(Br)cc2)S(C)(=O)=O)cc1
u | i | 4 | -4% | -14% | 14%[2.33 µM] | 27% | 0% | u | Cn1c(=O)n(C)c2cc(S(=O)(=O)Nc3ccccc3O)ccc21
21% | i | 1 | -30% | -1% | 13% | 9% | -1% | -4% | COc1ccc(C(=O)N2CCOCC2)cc1S(=O)(=O)N1CCCc2ccccc21
-4% | -2% | 4 | -21% | 6% | 19%[0.501 µM] | 29% | -6% | -13% | NC(=O)CSc1nc2ccccc2c(=O)n1-c1ccccc1
36%[activator] | 8% | 1 | 38%[activator] | 22% | 6%[59 µM] | 83%[activator] | -7% | -19% | COc1cccc(OCC(=O)O/N=C(\N)c2ccc(OC)c(OC)c2)c1
0% | -9% | 10 | 4% | 18% | -7% | 45%[activator] | 2% | -4% | N#CC1(Nc2ccccc2)C(=O)Nc2ccccc21 (centres undefined)
u | 9% | -5 | -5% | 30% | u | 48%[activator] | 0% | -2% | C=CCNC(=S)NNC(=O)C(CCCC)CC(C)(C)O (centres undefined)

Assay outcomes (PubChem)

These rows are one share of the data; count on the stated rates, not on these rows.
